proKLK7 act: activates the human kallikrein-7 zymogen; P49862; purified proKLK7, EDANS-DABCYL substrate fluorescence; 100% is mature enzyme control, 0% vehicle; activation, % at 7 µM; hit rate 0.9% among 370,000; AID 652039;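 active = activation above the mean of all tested compounds plus 3 SD, computed per campaign excluding outliers beyond control limits, cut at about 13% in these data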
ASAP1 GAP inh: blocks human ASAP1-stimulated Arf1 GTP hydrolysis; inhibition, % at 16.5 µM; hit rate 0.19% among 360,000; GDP FP detection; Q9ULH1; in the data active = inhibition above about 25%;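 also: 0% = vehicle with enzyme and substrate and 100% = no enzyme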
MBD2 inh: inhibitors of human MBD2 binding to methylated oligonucleotide; Q9UBB5; TR-FRET; inhibition, % at 4.4 µM; hit rate 0.31% among 370,000; in the data active = inhibition above about 13%
Target sequence (Q9UBB5 whole entry, looked up): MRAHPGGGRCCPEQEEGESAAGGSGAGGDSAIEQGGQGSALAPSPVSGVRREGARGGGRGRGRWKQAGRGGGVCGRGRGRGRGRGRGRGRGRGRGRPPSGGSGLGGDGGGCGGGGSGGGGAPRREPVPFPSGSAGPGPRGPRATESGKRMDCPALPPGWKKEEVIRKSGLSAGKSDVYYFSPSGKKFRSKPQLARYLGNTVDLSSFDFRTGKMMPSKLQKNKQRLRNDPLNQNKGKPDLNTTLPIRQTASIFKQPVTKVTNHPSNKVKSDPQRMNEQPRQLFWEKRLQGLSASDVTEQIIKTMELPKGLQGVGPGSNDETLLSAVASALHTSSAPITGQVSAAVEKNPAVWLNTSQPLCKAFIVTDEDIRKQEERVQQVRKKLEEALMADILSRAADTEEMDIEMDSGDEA
Tn7 DDE FP: disrupts Tn7 cyclic peptide binding to fibrin D-Dimer-E complex; P02675; FP displacement of FITC-Tn7 peptide from fibrin DD(E); 0% = median of compound wells per plate; inhibition, % at 8.3 µM; hit rate 0.13% among 370,000; AID 720508;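 active = inhibition above the mean of compounds falling within the control limits plus 3 SD of them, cut at about 14% in these data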;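 also: 0% = plate median of compound wells and 100% = 10 µM Aha-Tn7 peptide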
Target sequence (P02675 whole entry, looked up): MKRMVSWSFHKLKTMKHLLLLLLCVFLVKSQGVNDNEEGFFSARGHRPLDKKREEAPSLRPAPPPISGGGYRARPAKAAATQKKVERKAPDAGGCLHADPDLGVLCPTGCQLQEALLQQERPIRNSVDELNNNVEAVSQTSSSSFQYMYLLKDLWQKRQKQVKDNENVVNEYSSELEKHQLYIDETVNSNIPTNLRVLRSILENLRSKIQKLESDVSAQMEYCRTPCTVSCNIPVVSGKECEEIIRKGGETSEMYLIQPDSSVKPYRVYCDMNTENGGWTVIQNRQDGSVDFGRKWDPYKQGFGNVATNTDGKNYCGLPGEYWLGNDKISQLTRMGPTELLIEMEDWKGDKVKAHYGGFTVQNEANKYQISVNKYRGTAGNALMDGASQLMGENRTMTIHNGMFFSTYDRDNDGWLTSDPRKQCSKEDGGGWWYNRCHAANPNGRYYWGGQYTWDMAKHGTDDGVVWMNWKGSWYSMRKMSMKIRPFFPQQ
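Test system – human fibrin DD(E) · Times – 10 min preincubation, 3 h with tracer, room temperature · Detection – fluorescence polarization of the labelled Tn7 tracer · Measure – percent inhibition normalized to high-control wells · Benchmarks – high control wells with 10 µM unlabelled Aha-Tn7 peptide (full inhibition) · Repeats – singlicate testing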
ARFGAP1 inh: rat ARFGAP1 inhibition. Arfgap1-stimulated ARF1 GTP hydrolysis, GDP FP detection. inhibition, % at 16.5 µM. hit rate 0.26% among 360,000. Q62848;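 active = inhibition above a per-plate limit, mean inhibition of low control wells plus 3 SD, cut at about 25% in these data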;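 also: 0% = DMSO wells with enzyme and 100% = wells lacking Arfgap1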
Target sequence (Q62848 1-136 limits assumed): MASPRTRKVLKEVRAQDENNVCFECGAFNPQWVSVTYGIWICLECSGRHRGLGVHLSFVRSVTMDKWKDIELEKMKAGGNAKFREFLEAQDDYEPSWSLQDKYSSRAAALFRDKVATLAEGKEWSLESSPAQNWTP
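Assay system: purified rat His6-Arfgap1 residues 1-136 (GAP domain); Reagent: human Δ17 ARF1 bound to GTP; Dosing: 16.5 µM single point, 1.26% DMSO; Times: GTP hydrolysis reaction 2 h at 25 °C; Signal: FP, GDP Alexa 633 tracer displaced from anti-GDP antibody, 620/688 nm; Measure: % inhibition from polarization.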
ADAM17 inh: inhibits human ADAM17; recombinant ADAM17, EDANS/DABCYL FRET peptide cleavage; inhibition, % at 6.95 µM; hit rate 0.83% among 370,000; AID 720648;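 active = inhibition above the mean of compounds lying between control limits plus 3 SD, set per campaign, cut at about 8.5% in these data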;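 also: 0% = DMSO-only wells as the low control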
PLCg1 inh: blocks human PLC-gamma1 enzyme activity. P19174. purified PLC-gamma1, fluorogenic substrate, fluorescence. inhibition, % at 12.2 µM. hit rate 0.84% among 370,000. AID 720700; in the data active = inhibition above about 9.5%
Tn6 DDE FP: inhibitors of Tn6 peptide binding to human fibrin DD(E). P02675. AID 720509. inhibition, % at 8.3 µM. Fibrin DD(E) TRITC-Tn6 fluorescence polarization displacement. hit rate 0.21% among 370,000;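 active = inhibition above a per-campaign cutoff: mean of compounds within control limits plus 3 SD, cut at about 15% in these data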;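 also: 0% = median of all compound wells on the plate and 100% = blocking peptide control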
UHRF1 MBD2 ctr: human UHRF1 methylated DNA binding inhibitors | Q96T88 | UHRF1 binding to methylated oligo, TR-FRET | inhibition, % at 4.4 µM | hit rate 0.75% among 370,000 | AID 687016; in the data active = inhibition above about 21%;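 also: UHRF1 SRA domain binding a hemimethylated CpG hairpin DNA probe; 0% = median of test compound wells and 100% = reference inhibitor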
PLCb3 inh: blocks human PLC-beta3 enzyme activity; Purified PLC-beta3, fluorogenic substrate, fluorescence; inhibition, % at 12.2 µM; hit rate 0.18% among 370,000; Q01970; in the data active = inhibition above about 11%;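 also: 0% = median of compound wells on plate and 100% = full blocker control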
* hit, by the source's call; . = no result given. An unsorted share of the library. Share with any hit: about 4.1%.

SMILES	proKLK7 act	ASAP1 GAP inh	MBD2 inh	Tn7 DDE FP	ARFGAP1 inh	ADAM17 inh	PLCg1 inh	Tn6 DDE FP	UHRF1 MBD2 ctr	PLCb3 inh
CCOC(=O)c1c(C)c(-c2ccccc2)n(CC(=O)N2CCCC2)c1C	0.0	-4	0	3	-3	1	-2	-6	1	-1
Oc1ccc(/C=C/c2cnccn2)cc1	6.9	-8	-4	-2	2	-2	-82	-3	-4	-108
CN(/C=C/c1c([N+](=O)[O-])c(=O)n(C)c(=O)n1C)c1ccccc1	-0.3	-3	2	-4	3	-5	-1	2	1	-6
Oc1cccc(Nc2nc(-c3ccccc3)nc3ccccc23)c1	1.1	27*	2	-10	19	-7	-133	-9	4	-186
Cc1ccc(C2CC(c3ccco3)n3nc(N)nc3N2)cc1 (stereo unspecified)	3.1	-2	0	0	0	-114	-93	-2	-2	-111
O=C(NC1(C(F)(F)F)N=C2SCCN2C1=O)c1ccco1 (stereo unspecified)	-0.7	-1	1	0	-11	-3	-2	-2	-2	-1
Cc1cccc(N2CCN(C(=O)C3CCN(c4ncnc5c4nc4n5CCCCC4)CC3)CC2C)c1 (stereo unspecified)	1.0	5	-3	-5	11	3	6	2	2	-3
O=C(COC(=O)c1ccc(O)cc1)Nc1ccc(OC(F)F)cc1	-0.2	10	-4	4	-7	-4	-2	-2	-3	-8
O=C(Nc1cccnc1)c1ccc(Cl)c([N+](=O)[O-])c1	0.3	-17	2	7	5	-1	0	2	0	0
COc1ccccc1NC(=O)C(=O)NNC(=O)COc1ccc2ccccc2c1	-0.5	-10	-9	-5	-3	5	0	4	-3	-1
COc1ccc(NC(=O)CN(C)C(=O)c2ccc(NS(=O)(=O)c3ccc(C)c([N+](=O)[O-])c3)cc2)cc1	0.6	-4	-2	-1	-2	0	4	-1	0	-7
CN(C(=O)CSCC(=O)O)C1CCCCC1	-0.5	-5	0	2	5	-4	3	-7	4	-2
O=C(NC(O)C(=O)c1ccccc1)c1ccc(F)cc1 (stereo unspecified)	-0.2	6	-1	1	-4	-4	1	3	-1	-6
N#Cc1sc(C(N)=O)c(-c2ccccc2)c1-c1ccccc1	-0.1	7	-1	-5	-11	2	1	-5	1	-3
CCOC(=O)c1c(C=O)c(C)n(Cc2ccccc2)c1C	0.1	6	3	2	2	-1	-2	-1	-3	-1
CCN(CC)CCN(C(=O)c1ccc2c(c1)OCCO2)c1nc2c(Cl)cccc2s1	-0.2	6	4	-1	5	-1	-2	7	2	-6
O=C(CN1CCN(c2ccccc2)CC1)NC(=O)NCc1ccccc1	0.0	10	0	-1	8	-4	-1	-2	3	0
COCCOn1c(SCCOC)nc2ccccc2c1=O	0.5	-12	3	2	-9	-5	-1	1	2	1
COc1ccc2c(c1)C(c1ccc(N3CCOCC3)cc1)=NNC(c1cccnc1)=N2	-0.6	-3	1	3	14	0	-60	3	3	-61
COc1ccc(NC(=O)C2CCOC2=O)cc1 (stereo unspecified)	0.4	8	3	-6	7	0	-1	1	4	-5
COc1ccc(C(=O)/C=C/Sc2nc3ccccc3o2)cc1	0.1	-10	0	-6	-11	-1	1	12	-1	-2
Cc1nnc(NC(=O)c2ccc(S(=O)(=O)N3CCCCC3)cc2)s1	-0.9	-6	2	1	-1	2	-2	4	6	-2
O=C(C1CC(Cl)CN1S(=O)(=O)c1ccc(Cl)cc1)N1CCOCC1 (stereo unspecified)	-0.1	-1	-2	-4	-2	0	6	-2	-1	2
COc1ccc2cc3cc(C(=O)N4CCN(c5ccccn5)CC4)oc3nc2c1	-0.1	-2	-7	-6	10	-13	-12	7	0	-18
Cc1noc(C)c1-c1ccc(C(=O)Nc2ccc(C(C)C)cc2)c2occc12	-1.0	8	2	5	0	5	-7	8	-1	-5
O=C(Nc1nccs1)C1CCCCN1S(=O)(=O)c1ccccc1 (stereo unspecified)	0.1	-1	-5	1	-6	-3	2	6	-2	-3
Clc1cccc(N2CCN(CCCN3CCN(c4ccccc4)CC3)CC2)c1	0.8	-5	6	-9	2	-1	2	6	0	2
COc1ccc(C(=O)c2c(C(F)(F)F)oc3c2C(=O)c2ccccc2C3=O)cc1OC	-0.3	0	0	-5	11	8	8	5	3	5
CCN(C[C@H]1N[C@@](Cc2ccccc2)(C(=O)OC)[C@H]2C(=O)N(Cc3ccccc3)C(=O)[C@@H]12)C(=O)Nc1ccc(C)cc1	0.5	-6	3	-4	12	-5	2	-2	1	2
Cc1cccc(N/C=C/C(=C(C#N)C#N)N(C)C)c1	-0.3	-4	-5	4	-5	-1	0	9	-1	2
c1ccc(Cc2noc(CN3CCN(Cc4ccc5c(c4)OCO5)CC3)n2)cc1	-0.5	6	4	4	11	-3	-4	3	-1	-1
Cc1sc2ccccc2[n+]1CCC(C)S(=O)(=O)[O-] (stereo unspecified)	0.6	-9	4	-5	-7	1	4	-4	-3	3
CCN1CCCC1CNC(=O)CCc1nnc(CCC2CCCCC2)o1 (stereo unspecified)	-0.3	6	-3	-4	2	-1	0	4	-1	0
CNC(=O)c1c(NC(=O)c2cccc(C)c2)sc2c1CCC2	-182	15	4	-2	-8	-6	-135	-14	-1	-153
CCN1CCN(C(=O)c2ccc3c(Cl)c4c(nc3c2)CCCC4)CC1	0.0	-1	0	0	9	-3	3	-3	-2	-2
C#CCOCCOCCOCCNc1nc(N2CCN(C(=O)Cn3cc(CCO)nn3)CC2)nc(N2CCN(C(=O)[C@H]([C@@H](C)O)n3cc(CCCCN)nn3)CC2)n1	0.8	-4	9	2	16	-5	2	-4	10	0
C=CCc1cc(/C=C2/NC(=O)N(CC)C2=O)cc(OCC)c1OCc1ccc(C(=O)O)cc1	0.4	1	1	7	1	-5	-10	9	8	-12
Cc1cc(C)nc(Nc2n[nH]c(COc3ccc(Cl)cc3)n2)n1	0.5	4	-4	-14	-4	6	8	-3	0	1
COC1=CC(=O)c2c(ccc3ncnc(N)c23)C1=O	1.8	23	-6	-6	14	-1	13*	4	6	-4
COC(=O)Cc1ccc(OCc2ccc(Cl)nc2)cc1	-0.4	12	4	1	0	-3	1	5	1	-1

An excerpt from above, reduced to UHRF1 MBD2 ctr and Tn6 DDE FP.
Compound	UHRF1 MBD2 ctr	Tn6 DDE FP
Cc1noc(C)c1-c1ccc(C(=O)Nc2ccc(C(C)C)cc2)c2occc12	-1	8
COc1ccc2cc3cc(C(=O)N4CCN(c5ccccn5)CC4)oc3nc2c1	0	7
C=CCc1cc(/C=C2/NC(=O)N(CC)C2=O)cc(OCC)c1OCc1ccc(C(=O)O)cc1	8	9
c1ccc(Cc2noc(CN3CCN(Cc4ccc5c(c4)OCO5)CC3)n2)cc1	-1	3
CCN1CCN(C(=O)c2ccc3c(Cl)c4c(nc3c2)CCCC4)CC1	-2	-3

The listing picks up, repeating the 3 entries before the break.
SMILES	proKLK7 act	ASAP1 GAP inh	MBD2 inh	Tn7 DDE FP	ARFGAP1 inh	ADAM17 inh	PLCg1 inh	Tn6 DDE FP	UHRF1 MBD2 ctr	PLCb3 inh
Cc1cc(C)nc(Nc2n[nH]c(COc3ccc(Cl)cc3)n2)n1	0.5	4	-4	-14	-4	6	8	-3	0	1
COC1=CC(=O)c2c(ccc3ncnc(N)c23)C1=O	1.8	23	-6	-6	14	-1	13*	4	6	-4
COC(=O)Cc1ccc(OCc2ccc(Cl)nc2)cc1	-0.4	12	4	1	0	-3	1	5	1	-1
CCC1CN(C(=O)N2CCC(C(=O)NCc3ccccc3OC)CC2)c2ccccc2O1 (stereo unspecified)	0.0	-3	0	2	8	1	2	-8	-3	-3
O=C(Cn1nc(-c2ccccc2)ccc1=O)NCCc1cccc(F)c1	0.6	.	-5	5	.	-2	-1	1	1	4
COc1ccccc1N(CC(=O)NCc1ccco1)S(=O)(=O)c1ccc(C)cc1	0.1	6	8	10	0	-2	-3	-7	29*	-7
CCOC(=O)c1cnc2ccc(OCC)cc2c1NCc1ccccc1OC	-0.3	0	6	2	-6	-5	-6	1	4	-5
CCCn1cc(NC(=O)c2cc3n(n2)C(C(F)(F)F)CC(c2ccccc2)N3)cn1 (stereo unspecified)	0.5	16	10	-5	6	-4	5	-7	8	-1
CCOC(=O)N1CCN(C(=O)CCN2C(=O)/C(=C\c3ccc(OC)c(OC)c3)SC2=S)CC1	-0.6	-5	-4	4	0	-6	-1	-2	1	1
CSCC[C@H](NC(=O)N1CCn2c1nc1ccccc12)C(=O)NCc1ccc(F)cc1	-0.5	3	-2	-3	1	0	2	-3	0	-4
CC1Cc2ccccc2N1C(=O)CSc1nnc(-c2ccc(S(=O)(=O)N3CCCC3)cc2)n1C (stereo unspecified)	-0.1	-2	0	-3	3	3	3	4	0	-15
N/C(=N\N=C/c1ccc(Br)cc1)N/N=C\c1ccc(Br)cc1	-1.7	9	-7	2	-2	0	-14	3	-4	-21
C=CCSc1nnc(NC(=O)C23CC4CC(CC(NC(C)=O)(C4)C2)C3)s1	0.4	-5	-1	3	-2	-3	-3	6	7	-13
Clc1ccc(OCCn2c(-c3ccco3)nc3ccccc32)cc1	-0.5	-5	-5	-1	0	1	-1	1	-3	-11
O=C(Nc1cc(C(F)(F)F)ccc1N1CCOCC1)c1ccc2ccccc2n1	-0.3	5	4	1	8	-5	-3	6	0	-3
COc1ccc(C(=O)NCC(=O)N/N=C/c2ccc([N+](=O)[O-])o2)cc1OC	0.0	-3	0	3	1	-5	-5	4	-5	-3
COc1ccc(NC(=O)CN2C(=O)NC(C)(C3CC3)C2=O)cc1S(=O)(=O)N1CCCCC1 (stereo unspecified)	-0.2	2	1	5	6	-4	-4	5	2	-6
COc1ccccc1CCNC(=O)C(=O)NCC1OCCN1S(=O)(=O)c1ccccc1 (stereo unspecified)	0.3	2	3	1	-5	-1	1	10	-1	3
O=C(CN1C(=O)NC2(CCc3ccccc32)C1=O)Nc1c(Cl)cccc1Cl (stereo unspecified)	0.4	2	-1	9	6	-3	-3	0	2	-4
Cc1cc(Cl)ccc1OCC(=O)Nc1cccc(S(=O)(=O)NC2=NCCCCC2)c1	0.5	10	3	-7	7	4	0	0	1	-10
CC(=O)N1CCN(c2ccc(S(=O)(=O)N3CCOCC3)cc2[N+](=O)[O-])CC1	0.5	8	-8	-3	2	3	10.0*	-2	4	10
O=c1[nH]cnc2c1ncn2-c1ccc(N(CCO)CCO)cc1	-0.1	7	-3	5	11	-1	-1	-2	0	3
Cc1cccn2c(CNCCc3ccccn3)c(C(=O)N3CCOCC3)nc12	1.0	9	1	-9	5	-7	-4	-4	-1	-14
Cc1occc1C(=O)NNC(=O)c1ccc(F)cc1	-0.3	7	-1	2	-4	-3	-4	2	0	-3
Cc1ccc(N(CC(=O)NC2CCC(C)CC2)S(=O)(=O)c2cccnc2)cc1 (stereo unspecified)	0.5	-2	0	6	8	4	8	-8	1	12*
Cc1ccc(NC(=O)CCc2c(C)nn(-c3ccc(N4CCOCC4)nn3)c2C)cc1	0.7	-4	8	1	10	-7	-4	-2	4	-18

Bioassay records deposited in PubChem by The Scripps Research Institute Molecular Screening Center.
